From PubChem BioAssay
TSHR antagonist – human thyrotropin receptor antagonism; P16473; activity change, negative = inhibition, % at 11.5 µM; AID 504810; actives 0.2% (n = 330,000); TSHR-expressing cells, TSH-stimulated cAMP HTRF, 2 h; active compounds read low;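 active means activity change below a set negative limit, meaning inhibition stronger than a set level, cut at about -70% in these data; inconclusive means activity change between two set negative limits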; further: on the % scale 0 is the no-effect control and ±100 the full control effect
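Read-out is FRET at 665 nm (cryptate excitation 337 nm) from a cryptate-tagged anti-cAMP antibody, competed by cell cAMP against cAMP-d2. Compounds are tested on freshly harvested TSHR cells challenged with 4nM TSH (EC80) for 2 hours at 37 deg C.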
Tb PFK block – T. brucei PFK enzyme inhibition | AID 485367 | actives 0.17% (n = 330,000) | T. brucei PFK, ADP-Glo luminescence | Potency, µM (highest dose often 57.5 µM), without a hit: at the highest dose activity, negative = inhibition, actives largely listed as inhibitors;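 further: potency means the concentration at half of the fitted maximal effect; 0% = uninhibited 1x PFK enzyme wells and -100% = no-enzyme wells; nearly all actives have a fitted effect of over 60% in size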
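Compounds were pin-transferred as a titration series up to 57 uM into substrate buffer (0.5 mM F6P, 0.1 mM ATP, pH 8.0), then 1.25 nM PFK was added and reactions ran 45 min before ADP-Glo detection.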
Mito fusion act – mitochondrial division inhibition or fusion activation; S. cerevisiae fusion-defective mutant growth rescue, CellTiterGlo 48 h; Potency, µM (series often up to 46.1 µM), inactives show at the highest dose growth rescue (activation), usual class: activators; actives 0.23% (n = 320,000); AID 485298;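 further: potency means the concentration at half of the fitted maximal effect; % of control where 0% means no effect; nearly all actives have a fitted effect of over 45% in size; temperature-sensitive fusion mutants such as fzo1-1 at 37 °C on non-fermentable ethanol glycerol medium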
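Read-out: ATP-based luminescence (CellTiterGlo, 10 min ambient) reporting growth of fusion-defective ts yeast after 48 hours at 37C on glycerol/ethanol YPEG medium in the presence of compound.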
Chronic BCR inh – inhibitors of chronic active B-cell receptor signaling. ABC-DLBCL IkBa-CBG/CBR reporter, luminescence ratio, 4 h. Potency, µM (highest dose often 46.1 µM), without a hit: top-dose ratio change, negative = lower green/red ratio, usual class: inhibitors. actives 0.05% (n = 340,000). AID 493014; active means well fitted inhibition curve with a large enough effect in the signal ratio, with a control signal flat, not every such curve was filed as active; inconclusive means small, poorly fitted or top-dose-only effect, or effect the other way, or a change in a side signal; the % refers to the signal ratio;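 further: potency means the concentration at half of the fitted maximal effect; plate controls were basal doxycycline-induced cells for no effect and cells given 10 µM MG132 for full effect; MG132 reads +100%, hits lower the ratio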
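Doxycycline induced both beetle luciferases in TMD8 lymphoma cells; IKK-driven degradation limits the IkappaBalpha-fused green signal, while red luminescence normalises for cell number and nonspecific effects. Compounds tested up to 46 uM, 4 hrs.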
TCR activator – T cell receptor activation; Potency, µM (highest dose often 9.22 µM), for inactives: at the top dose activation of IL-2 secretion, hits mostly activators; 330,000 tested, under 10 active; primary human leukocytes, anti-CD3, IL-2 HTRF, 48 h; further: % of control where 0% means no effect
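48 hr co-incubation of compounds, a-CD3 beads and primary human leukocytes; IL-2 quantified homogeneously by HTRF with anti-IL-2 K and d2 conjugates.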
Eya2 inh – Eya2 (human) phosphatase inhibition; O00167; recombinant Eya2, OMFP fluorescence dephosphorylation (OMFP is methylfluorescein phosphate); Potency, µM (titrated, usually from 76.9 µM), inactives show top-dose activity, negative = inhibition, usual class: inhibitors; actives 0.006% (n = 330,000); AID 488837; further: potency means the concentration at half of the fitted maximal effect; on the % scale 0 is the no-effect control and ±100 the full control effect
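Eya2 protein (added as 0.2 uM solution) was preincubated with compound for 10 min at ambient temperature in 50 mM HEPES pH 7.5, 50 mM NaCl, 5 uM MgCl2, 0.05% BSA, 1 mM DTT. OMFP (added at 50 uM) then reacted 10 min; fluorescence read at 485/525 nm.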
B2AR arrestin – agonists driving beta-arrestin recruitment to human beta2-adrenergic receptor | P07550 | beta-arrestin recruitment to beta2AR, cell-based reporter | Potency, µM (series often up to 46.1 µM), inactives show at the top dose activation, most hits filed as activators | actives 0.02% (n = 330,000) | AID 492947;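 further: potency means the concentration at half of the fitted maximal effect; 0% = DMSO controls and full agonism = EC100 isoproterenol or metaproterenol; nearly all actives have a fitted effect of over 65% in size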
Target sequence (P07550 whole entry, looked up): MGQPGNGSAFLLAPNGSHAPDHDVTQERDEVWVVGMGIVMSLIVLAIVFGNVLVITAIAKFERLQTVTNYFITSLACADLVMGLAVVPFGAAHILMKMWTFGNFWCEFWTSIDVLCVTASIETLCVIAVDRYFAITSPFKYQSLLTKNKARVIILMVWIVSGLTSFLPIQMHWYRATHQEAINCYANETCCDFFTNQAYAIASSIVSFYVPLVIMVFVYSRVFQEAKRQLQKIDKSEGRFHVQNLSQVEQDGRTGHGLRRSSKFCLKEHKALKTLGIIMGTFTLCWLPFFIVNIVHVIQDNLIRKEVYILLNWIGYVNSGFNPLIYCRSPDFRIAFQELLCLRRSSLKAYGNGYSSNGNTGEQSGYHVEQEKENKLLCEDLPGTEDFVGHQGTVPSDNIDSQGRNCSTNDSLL
PTAP TSG101 blk – blocks PTAP/TSG101 interaction to inhibit HIV-1 budding | Potency, µM (titrated, usually from 115 µM), for the others: at the top dose activity change, negative = inhibition, actives largely listed as inhibitors | 340,000 tested, under 10 active | Q99816 | AID 493005 | Fluorescence polarization, FITC-PTAP peptide / Tsg101 binding; active means well fitted inhibition curve with a large enough effect in the main read-out, with a control signal flat, not every such curve was filed as active; inconclusive means small, poorly fitted or top-dose-only effect, or effect the other way, or a change in a side signal; inactive means no such curve, though single readings can be large or run the other way; further: potency means the concentration at half of the fitted maximal effect; % of control where 0% means no effect
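Tsg101 binding domain (10 uM final) was mixed with compound and a FITC-labeled PTAP peptide (50 nM final) in HEPES pH 7.5 buffer with NaCl, Tween 20, EDTA and TCEP; fluorescence polarization was read after 20 min at r.t.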
USP2a block – blocks human ubiquitin-specific protease USP2a; O75604; USP2 core, Ub-CHOP2 coupled fluorogenic reporter, 485/531; Potency, µM (doses to about 38.3 µM), for the others: top-dose activity change, negative = inhibition, actives largely listed as inhibitors; actives 0.01% (n = 330,000); AID 463254;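 further: potency means the concentration at half of the fitted maximal effect; plate controls were DMSO wells for no effect and full inhibition by NEM control for full effect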
Target sequence (O75604 whole entry, looked up): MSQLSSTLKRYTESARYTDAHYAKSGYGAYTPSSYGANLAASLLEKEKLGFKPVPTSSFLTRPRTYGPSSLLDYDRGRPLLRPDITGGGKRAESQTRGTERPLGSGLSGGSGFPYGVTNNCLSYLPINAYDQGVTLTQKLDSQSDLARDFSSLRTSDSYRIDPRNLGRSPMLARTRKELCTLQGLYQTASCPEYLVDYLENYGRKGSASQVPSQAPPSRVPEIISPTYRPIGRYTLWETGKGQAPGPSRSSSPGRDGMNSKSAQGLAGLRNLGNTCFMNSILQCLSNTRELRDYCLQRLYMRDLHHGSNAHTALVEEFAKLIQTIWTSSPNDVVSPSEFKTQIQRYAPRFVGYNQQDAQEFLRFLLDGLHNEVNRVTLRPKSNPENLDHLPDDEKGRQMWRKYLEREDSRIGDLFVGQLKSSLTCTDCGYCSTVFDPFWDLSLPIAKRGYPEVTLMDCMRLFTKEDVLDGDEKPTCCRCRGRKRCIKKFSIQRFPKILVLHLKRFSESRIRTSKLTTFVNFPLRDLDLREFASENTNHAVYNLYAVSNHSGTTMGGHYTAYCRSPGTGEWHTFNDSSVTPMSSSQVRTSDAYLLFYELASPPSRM
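Cell-free coupled assay: 10nM USP2 core preincubated 30min RT with compound in Tris-HCl pH 8.0/CaCl2/CHAPS buffer, then 25nM Ub-CHOP2 and 25nM reporter substrate; fluorescence (Ex 485/Em 531) read after 60min RT, normalized to NEM inhibition, concentration-response curves fitted.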
uPA generation – inhibitors of cell surface uPA generation; cell surface uPA generation assay, qHTS; actives 0.31% (n = 330,000); AID 540303; Potency, µM (doses to about 38.3 µM), for the others: at the highest dose activity change, negative = inhibition, actives largely listed as inhibitors; active means well fitted inhibition curve with a large enough effect; inconclusive means small, poorly fitted or top-dose-only effect; inactive means no such curve, though single readings can be large or run the other way; tested in mouse RAW 264.7 cells; further: potency means the concentration at half of the fitted maximal effect; on the % scale 0 is the no-effect control and ±100 the full control effect; nearly all actives have a fitted effect of over 55% in size
ELG1 repair inh – inhibitors of ELG1-dependent DNA repair in HEK293T cells | actives 2.3% (n = 330,000) | Potency, µM (titrated, usually from 46.1 µM), for the others: at the highest dose activity change, negative = inhibition, hits mostly inhibitors | AID 504467 | HEK293T ELG1-luciferase reporter, luminescence, 16 h; DNA damage induced by 5-fluorouridine; further: potency means the concentration at half of the fitted maximal effect; on the % scale 0 is the no-effect control and ±100 the full control effect; nearly all actives have a fitted effect of over 55% in size
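Overnight (16 hr) co-exposure of 2,000 cells/well to 5-fluorouridine and compound at 37 °C preceded detection. Luciferase was quantified via ONE-Glo luminescence; loss of signal denotes inhibition.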
An asterisk follows results filed as active; ? = inconclusive; . = not tested or not shown; & = joins results of further samples; [ ] = dose if it differs, or a comment. Unless noted, the call rests on the fitted dose curve; in most records, active means well fitted curve in the direction sought with a large enough effect; inconclusive means small, poorly fitted or top-dose-only effect, or another doubt; inactive means no such curve, though single readings can be large; an effect the other way counts as inactive or inconclusive.

SMILES	TSHR antagonist	Tb PFK block	Mito fusion act	Chronic BCR inh	TCR activator	Eya2 inh	B2AR arrestin	PTAP TSG101 blk	USP2a block	uPA generation	ELG1 repair inh
O=C(c1ccccc1F)N1CCN(c2ncccn2)CC1	19	0%	0%	3%	-7%	6%	0.0%	-1%	-1%	1%	-1%
CC(=O)c1cccc(NC(=O)CN2C(=O)C3C4C=CC(C4)C3C2=O)c1 (configuration not stated)	20	3%	1%	-7%	0%	0%	-1.7%	-2%	-1%	3%	-19%
COc1ccc(C2CC(=O)c3cnc(N4CCc5ccccc54)nc3C2)cc1OC (configuration not stated)	19	0%	-3%	2%	.	?	-0.5%	.	12%	.	-3%
CC(C)(C)c1ccc(COn2ccnc2)cc1	-32	4%	1%	-25%	16%	-12%	-0.1%	-7%	-1%	-17%	5%
Cc1cc(-c2nnc(CCC(=O)N(C)CCc3ccccc3)o2)no1	7	0%	1%	2%	-3%	-2%	-0.6%	0%	9%	4%	?
O=C(CN(Cc1ccco1)C(=O)CNS(=O)(=O)c1ccc(F)cc1)NCc1ccccc1	7	-5%	1%	3%	-4%	-8%	-0.8%	-1%	-7%	-5%	10%
CCOc1cc(C=O)cc(Br)c1OCC(=O)NCCc1ccccc1	5	-1%	11%	?	-4%	-13%	0.2%	-3%	0%	?	-9%
O=C(O)/C=C/C(=O)N1CCN(S(=O)(=O)c2cc(C(F)(F)F)ccc2Cl)CC1	5	-1%	-1%	-12%	3%	1%	0.1%	0%	1%	3%	14%
Nc1ccc(C23CC4CC(CC(O)(C4)C2)C3)cc1	3	0%	-3%	0%	6%	5%	-0.1%	-4%	0%	0%	?
C#CCOCCOCCOCCNc1nc(N2CCN(C(=O)[C@H](CCCCN)n3cc([C@@H](N)CO)nn3)CC2)nc(N2CCN(C(=O)[C@H](Cc3ccc(O)cc3)n3cc([C@@H](N)CC(C)C)nn3)CC2)n1	5	1%	1%	-20%	-6%	-3%	-0.4%	-1%	2%	-8%	-10%
O=C1CC2(CCCC2)CC(=O)N1c1ccccc1	-1	0%	2%	5%	-35%	2%	-0.3%	-2%	-2%	3%	-22%
COc1ccc(S(=O)(=O)N2CCOCC2)cc1NC(=O)CSc1nnc(C2CC2)n1N	-5	2%	-1%	-3%	-2%	-1%	-0.3%	-2%	-4%	-44%	6%
Cc1ccccc1CN(CC(=O)Nc1cccc([N+](=O)[O-])c1)S(=O)(=O)c1ccc(Cl)cc1	-10	0%	?	?	-3%[46.1 µM]	9%	-0.6%	-2%	3%	-6%	?
CSc1nc(C)cc(C)c1C#N	38	1%	0%	2%	9%	2%	-0.6%	-4%	-1%	5%	?
Cc1cc(C)n(-c2nc3ccccc3n3c(C)nnc23)n1	2	-8%	-10%	-1%	8%	-6%	-0.2%	-2%	0%	-2%	-4%
O=C(Cc1n[nH]c(=O)[nH]c1=O)N/N=C/c1cccc(O)c1	-6	0%	3%	-2%	.	16%	3.8%	-4%	-7%	-1%	-1%
Cc1ccc(S(=O)(=O)N(CC(=O)O)Cc2ccccc2)cc1	-4	0%	-1%	0%	5%	6%	-1.1%	-6%	1%	.	6%
CN1CCN(c2ccc(S(=O)(=O)N3CCCCC3)cc2NC(=O)/C=C/c2ccc(Cl)c([N+](=O)[O-])c2)CC1	-2	0%	-2%	?	2%	14%	?	-3%	2%	-9%	?
COc1cc(/C=N\NC(=O)OC(C)(C)C)ccc1OC(=O)c1ccco1	-8	-4%	0%	2%	-3%	-1%	-0.2%	-2%	2%	2%	?
Cc1cccc(NC(=O)CSc2ccc(C(N)=O)cc2[N+](=O)[O-])c1C	9	5%	-7%	-1%	-2%[46.1 µM]	0%	-0.3%	0%	1%	0%	-1%
Cc1ccc(/C=N/NC(=O)c2nnn(-c3nonc3N)c2CSc2ccc(Cl)cc2)cc1	-35	0%	-1%	10%	7%	7%	-0.4%	-4%	0%	6%	6%
COc1cccc(CNC(=O)c2ccc(NC3=NC4CS(=O)(=O)CC4S3)cc2)c1 (configuration not stated)	-6	1%	1%	1%	-6%	-7%	0.2%	-5%	-2%	2%	0%
CCOC(=O)c1ccc(NC(=O)CCc2nc(-c3ccc(Cl)cc3)no2)cc1	-30	1%	6%	-2%	3%	-15%	-0.2%	-1%	-5%	5%	?
CCOC(=O)c1ccc(N/N=C/c2cc(Br)cc([N+](=O)[O-])c2O)cc1	-28	-7%	2%	?	-5%	6%	-0.8%	-2%	9%	5%	-1%
COc1ccc(N2CCN(S(=O)(=O)CCNS(=O)(=O)c3ccccc3)CC2)cc1	-8	2%	-1%	?	-3%	-3%	0.1%	1%	-9%	2%	-10%
C/C(=N\Nc1nc(Nc2ccccc2)nc(N2CCOCC2)n1)c1cccs1	-11	-2%	-15%	?	-1%	-24%	-0.9%	-3%	-2%	?	?
CC(=O)N/C(=C\c1ccccc1)C(=O)OCc1ccccc1	14	-8%	-2%	7%	-6%	19%	0.1%	2%	0%	-2%	16%
CCCCC(=O)NCCNC(=O)c1cc(OCC(F)(F)F)ccc1OCC(F)(F)F	-5	-2%	1%	-6%	2%	-2%	0.4%	-2%	5%	-5%	5%
COc1cccc(CNC(=O)CN2C(=O)CCSc3ccc(S(=O)(=O)N4CCCC4)cc32)c1	26	-4%	18%	-2%	5%	-5%	-0.3%	0%	0%	10%	?
COC(=O)C1=C(C)N(C)C(C)=C(C(=O)OC)C1c1ccccc1C	-1	1%	2%	-4%	-3%	9%	-0.4%	0%	0%	1%	-5%
CCOCCn1c(CN2CCN(C)CC2)nc2c1c(=O)n(C)c(=O)n2C	-3	6%	1%	-1%	1%	-7%	-0.5%	-1%	0%	0%	8%
Cc1cc(C)cc(-n2cc(C(=O)O)c(=O)cc2C)c1	-6	-5%	-5%	?	1%	-10%	0.1%	-5%	1%	3%	?
CCNC(=O)NC1(C(=O)N2CCC(Cc3ccccc3)CC2)CCCCC1	6	-2%	-1%	-1%	-18%	-3%	-0.2%	-5%	-10%	8%	2%
COc1ccc(NC(=O)CN(C)C(=O)c2cccc(NS(=O)(=O)c3ccc(Br)cc3)c2)cc1	-9	7%	2%	1%	-7%	-12%	-0.9%	-5%	-2%	-1%	-2%
CC1(C)CCC/C(=C\c2ccccc2)C1=O	-1	0%	1%	0%	-9%	-31%	0.1%	-7%	0%	-9%	2%
Cc1nc(C(=O)Nc2ccc(Cl)cc2)sc1C1(C)CC(c2ccccc2)=NO1 (configuration not stated)	-9	-4%	8%	-2%	0%	-5%	-0.1%	-3%	-3%	-24%	18µM*
CCOC(=O)c1sc(NC(=O)CSc2nnc(-c3ccco3)o2)c(C(=O)OCC)c1C	-10	0%	3%	2%	-2%	9%	-1.0%	-1%	0%	3%	11%
NCCC1CCCC(CCN)N1 (configuration not stated)	-15&1	-5%	26%&2%	-12%	-13%	2%&-26%	-0.2%	0%	2%	-2%	22%

Among those listed so far, these contain a tert-butyl group:
SMILES	TSHR antagonist	Tb PFK block	Mito fusion act	Chronic BCR inh	TCR activator	Eya2 inh	B2AR arrestin	PTAP TSG101 blk	USP2a block	uPA generation	ELG1 repair inh
CC(C)(C)c1ccc(COn2ccnc2)cc1	-32	4%	1%	-25%	16%	-12%	-0.1%	-7%	-1%	-17%	5%
COc1cc(/C=N\NC(=O)OC(C)(C)C)ccc1OC(=O)c1ccco1	-8	-4%	0%	2%	-3%	-1%	-0.2%	-2%	2%	2%	?
